beta cell repl: induces beta-cell replication in MIN6 cells; MIN6 cells proliferation, ATPlite luminescence, 48 h; cells starved in 0.2% serum; 100% = growth in 10% serum; proliferation, % at 10 µM; 330,000 compounds, 0.29% hits; AID 2380;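 active means compounds whose signal lies at least 3.5 SD above the mean of all wells on their plate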;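 further: 0% = DMSO-treated cells in low-serum medium and 100% = 10% serum control; some compounds called inactive have numbers as strong as hits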
APOBEC3G inh: blocks human APOBEC3G single-stranded DNA deamination | 330,000 compounds, 0.28% hits | AID 493012 | inhibition, % at 20 µM | Q9HC16 | recombinant A3G, ssDNA deamination FAM/TAMRA fluorescence;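 active means inhibition of at least 40% at 20 µM, with no more than 30% in the related APOBEC3A deaminase screen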;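 further: plate controls were DMSO wells with A3G for no effect and wells lacking A3G enzyme for full effect; some compounds called inactive have numbers as strong as hits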
Target sequence (Q9HC16 whole entry, looked up): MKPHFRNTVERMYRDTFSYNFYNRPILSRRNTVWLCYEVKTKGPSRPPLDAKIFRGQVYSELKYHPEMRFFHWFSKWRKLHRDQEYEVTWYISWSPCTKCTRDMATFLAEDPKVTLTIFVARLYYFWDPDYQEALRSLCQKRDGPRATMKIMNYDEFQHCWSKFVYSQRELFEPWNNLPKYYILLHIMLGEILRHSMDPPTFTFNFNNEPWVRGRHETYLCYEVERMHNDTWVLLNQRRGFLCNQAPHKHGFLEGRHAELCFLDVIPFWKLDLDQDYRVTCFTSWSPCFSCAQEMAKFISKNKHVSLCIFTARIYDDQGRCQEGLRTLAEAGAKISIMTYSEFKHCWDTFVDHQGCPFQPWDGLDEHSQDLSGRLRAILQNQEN
hIAP block: blocks human intestinal alkaline phosphatase; purified IAP, CDP-Star luminescence, 30 min; 330,000 compounds, 0.12% hits; inhibition, % at 10 µM; P09923; AID 2544;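 active means inhibition reaching a set limit with compound at 10 µM in the primary screen, cut at about 35% in these data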;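 further: plate controls were DMSO wells with enzyme for no effect and no-enzyme buffer wells for full effect; values of inactives mirror those of a sister screen read the other way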
A3A deaminase: human APOBEC3A DNA deaminase inhibition. 330,000 compounds, 0.41% hits. recombinant A3A, FAM/TAMRA ssDNA deamination fluorescence. AID 493011. inhibition, % at 20 µM;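 active means at least 40% inhibition at 20 µM here, with at most 30% in a related deaminase screen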;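 further: plate controls were A3A with DMSO for no effect and wells lacking A3A enzyme for full effect; some results filed as inactive read as strong as hits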
Target sequence (P31941 whole entry, looked up): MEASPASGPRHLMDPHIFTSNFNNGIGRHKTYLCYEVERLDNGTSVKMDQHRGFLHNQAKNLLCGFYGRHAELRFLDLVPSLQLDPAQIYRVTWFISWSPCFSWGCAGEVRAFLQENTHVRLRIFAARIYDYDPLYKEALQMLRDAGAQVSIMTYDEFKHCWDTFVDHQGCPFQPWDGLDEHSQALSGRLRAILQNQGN
mIAP act: mouse IAP activation; muIAP, CDP-Star luminescence, 30 min; active compounds read high; 1 = vehicle-only enzyme signal, 0 = enzyme-free wells; activation factor at 10 µM; 330,000 compounds, 0.24% hits;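 active means activation factor of at least 2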; further: the source names both 10 and 20 µM as test concentration; values of inactives mirror those of a sister screen read the other way
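System: Mouse IAP enzyme | Also added: CDP-Star substrate | Dosing: Compounds dispensed in DMSO | Schedule: 30 min enzyme-substrate-compound incubation at room temperature | Technique: Chemiluminescence readout | Control set: DMSO-only wells and no-enzyme negative control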
mIAP block: blocks mouse intestinal alkaline phosphatase; purified mouse IAP, CDP-Star luminescence, 30 min; inhibition, % at 10 µM; 330,000 compounds, 0.2% hits;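 active means inhibition of at least 40% at 10 µM in the primary screen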;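 further: plate controls were DMSO with enzyme for no effect and no enzyme wells for full effect; values of inactives mirror those of a sister screen read the other way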
ATG4B inhibitor: blocks human ATG4B protease cleavage of LC3 substrate | ATG4B cleavage of LC3-PLA2, NBD-HPC fluorescence, 1 h | 340,000 compounds, 0.51% hits | inhibition, % at 8.33 µM; in the data active means inhibition above about 40%
Target sequence (Q9Y4P1 whole entry, looked up): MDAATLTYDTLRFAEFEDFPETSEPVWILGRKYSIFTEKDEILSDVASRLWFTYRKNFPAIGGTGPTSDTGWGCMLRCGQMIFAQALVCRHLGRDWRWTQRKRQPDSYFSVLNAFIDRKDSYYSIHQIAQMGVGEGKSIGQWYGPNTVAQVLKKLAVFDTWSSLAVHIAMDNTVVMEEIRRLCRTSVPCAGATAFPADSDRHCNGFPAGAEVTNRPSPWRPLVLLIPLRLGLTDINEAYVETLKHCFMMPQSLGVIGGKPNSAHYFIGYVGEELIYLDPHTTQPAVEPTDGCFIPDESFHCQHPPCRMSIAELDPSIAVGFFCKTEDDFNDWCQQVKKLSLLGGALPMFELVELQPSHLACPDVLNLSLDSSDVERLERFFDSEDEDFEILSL
hIAP activ: increases human intestinal alkaline phosphatase activity | purified human IAP, CDP-Star luminescence, 30 min; active compounds read high; 1 = vehicle-only enzyme, 0 = enzyme-free background | activation factor at 10 µM | P09923 | 330,000 compounds, 0.16% hits | AID 2524;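 active means activation factor of the enzyme at least 2-fold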; further: the source names both 10 and 20 µM as test concentration; values of inactives mirror those of a sister screen read the other way
MPTP block: inhibitors of mitochondrial permeability transition pore; inhibition, % at 10 µM; 360,000 compounds, 1.4% hits; isolated mouse mitochondria, Ca2+ swelling absorbance, 30 min;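 active means inhibition of 50% or more, scaled per plate between neutral and stimulator controls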;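 further: 0% = DMSO wells given calcium and 100% = 1 mM EGTA wells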
* = called active by the depositor; nt = no result given.

smiles | A3A deaminase | hIAP activ | ATG4B inhibitor | MPTP block | beta cell repl | APOBEC3G inh | mIAP block | mIAP act | hIAP block
COCCNC(=S)NCc1cccs1 | -3 | 1.1 | 0 | 0.4 | 0 | -5 | 0 | 1 | -5
COc1ccc(OC)c(-n2c(-c3ccc(S(C)(=O)=O)cc3)cc(C=O)c2C)c1 | -1 | 1.1 | 2 | -0.1 | -1 | -6 | -5 | 1.1 | -11
O=C(COC(=O)c1cccnc1Cl)NC12CC3CC(CC(C3)C1)C2 | 0 | 0.95 | -2 | -0.4 | -1 | -3 | -13 | 1.1 | 4
N#Cc1ccc(-c2ccc(F)cc2)nc1Oc1ccccc1 | -3 | 1.1 | -3 | 5.1 | 0 | -5 | 11 | 0.89 | -11
N#Cc1ccc(OCC(=O)Nc2ccncc2)cc1 | 0 | 1.1 | 0 | -0.9 | 0 | -7 | -11 | 1.1 | -11
Cc1onc(-c2c(Cl)cccc2Cl)c1C(=O)N1CCN(Cc2ccccc2)CC1 | 2 | 0.99 | -10 | -2.3 | 0 | -5 | -7 | 1.1 | 1
CCOC(=O)c1sc(NC(=S)NC(=O)C2CC2)cc1C | -1 | 0.99 | 5 | 0.7 | -4 | -4 | -6 | 1.1 | 1
CC1CCc2cc(F)ccc2N1C(=O)CCC(=O)O (centres undefined) | 2 | 0.94 | 0 | -1.6 | 5 | 2 | -8 | 1.1 | 6
CC1CCN(C(=O)CCN2C(=O)C3C4C=CC(C4)C3C2=O)CC1 (centres undefined) | -3 | 0.77 | -5 | 0.2 | -1 | -4 | -1 | 1 | 23
COc1ccc2nccc(C(N)=O)c2c1 | 4 | 1.1 | -4 | -0.5 | -4 | 2 | -10 | 1.1 | -5
COc1ccc(CCNC(=O)C2CCCN(S(=O)(=O)c3cnc[nH]3)C2)cc1OC (centres undefined) | 4 | 1.1 | -5 | -1.3 | 2 | -2 | 4 | 0.95 | -7
COc1ccc(C(=O)NCc2oc(-c3ccccc3)cc2C(=O)O)cc1 | -7 | 1.1 | -12 | -0.7 | 0 | -3 | -1 | 1 | -13
COc1ccc(-c2noc(CSc3nc(-c4ccccc4)cc(=O)[nH]3)n2)cc1OC | -4 | 1.2 | 5 | -2.2 | -1 | -3 | -3 | 1 | -16
O=C(COC(=O)C1CCN(S(=O)(=O)c2ccc(Cl)c(C(F)(F)F)c2)CC1)NCc1ccco1 | 1 | 0.92 | -4 | -1.1 | -5 | 2 | 0 | 1 | 8
CCCSc1nc2c(c(=O)[nH]c(=O)n2C)n1CCc1ccccc1 | 2 | 0.94 | 5 | 3.1 | 1 | -1 | -8 | 1.1 | 6
C[C@]12c3[nH]c4ccc(Cl)cc4c3CCN1C(=O)[C@@H](CC(=O)NCc1ccco1)C[C@@H]2C(=O)N1CCCCC1 | 0 | nt | -14 | 0.6 | nt | 3 | -27 | 1.3 | nt
NC(=O)COC(=O)c1cc(S(=O)(=O)N2CCN(c3ccccc3)CC2)ccc1Cl | 1 | 1 | -15 | 0.8 | -2 | -4 | -4 | 1 | -4
Cc1ccc(NC(=O)COC(=O)c2cccc3c2C(=O)c2ccccc2C3=O)c(C)c1 | 1 | 1 | -1 | 5.4 | 0 | -4 | 11 | 0.89 | -4
COc1ccccc1NC(=S)NCc1ccccn1 | -4 | 1.1 | 2 | 1.2 | 2 | -6 | 14 | 0.86 | -10
Nc1nc(COC(=O)C2CC(=O)N(Cc3ccccc3Cl)C2)nc(Nc2ccccc2)n1 (centres undefined) | 0 | 0.98 | 8 | 0.9 | 1 | -2 | -3 | 1 | 2
Cc1ccc(-c2noc(=O)n2CC(=O)c2ccc(Cl)cc2)cc1 | 0 | 1.1 | 3 | 0.2 | -1 | -1 | 22 | 0.79 | -5
C#CCOCCOCCOCCNc1nc(N2CCN(C(=O)[C@H](CCC(=O)O)n3cc(C(N)Cc4ccc(O)cc4)nn3)CC2)nc(N2CCN(C(=O)[C@H](CCC(=O)O)n3cc(C(N)CC(C)C)nn3)CC2)n1 (some centres undefined) | -1 | 1.2 | 2 | nt | 2 | -8 | -23 | 1.2 | -17
O=C(O)CC1(CC(=O)Nc2ccc(C(F)(F)F)cc2)CCCC1 | 3 | 0.99 | -9 | 1.6 | 0 | -1 | -3 | 1 | 1
Fc1ccc(Nc2nnc(C(F)(F)F)s2)cc1Cl | 0 | 0.96 | 5 | 75* | -6 | -3 | 4 | 0.96 | 4
O=C(/C=C/c1ccc(OC(F)F)cc1)Nc1cccc(S(=O)(=O)NC2=NCCCCC2)c1 | 24 | 0.99 | -13 | 0.4 | -3 | -3 | 5 | 0.95 | 1
Cc1ccc(NC(=O)NNC(=O)c2snnc2C)cc1 | -9 | 0.94 | -5 | -1.6 | -2 | -9 | 1 | 0.99 | 6
COc1cc(/C=c2\sc3n(c2=O)C(c2ccccc2)C(c2ccccc2)=NN=3)ccc1O (centres undefined) | 0 | 0.91 | -14 | -0.4 | -5 | -5 | 12 | 0.88 | 9
CCC(N)C12CC3CC(CC(O)(C3)C1)C2 (centres undefined) | -7 | 0.92 | 1 | -2.1 | -4 | -4 | 2 | 0.98 | 8
CN(C)S(=O)(=O)N1CCN(c2cc(Cl)ccc2Cl)CC1 | -3 | 1.3 | 3 | 0.8 | -2 | -5 | -1 | 1 | -29
CCC(C)NC(=O)CNC(=O)Cn1c(C)cc2ccccc2c1=O (centres undefined) | 2 | 0.89 | -12 | -0.9 | -1 | 0 | -7 | 1.1 | 11
COc1ccc(/C=C/C(=O)NC(=S)NNC(=O)Cc2cccs2)cc1OC | -8 | 1.1 | -14 | 2.2 | 0 | 2 | 1 | 0.99 | -12
O=C(Nc1ccccc1F)n1ncc2cc(Cl)ccc21 | -1 | 0.98 | 1 | -0.4 | -2 | -8 | -7 | 1.1 | 2
Cc1cc(Br)c(Cl)cc1NC(=O)CN1C(=O)C2C3CC(c4ccccc4)C(C3)C2C1=O (centres undefined) | 0 | 0.87 | -11 | 0.9 | 0 | -2 | -4 | 1 | 13
O=C1C2CC=CCC2C(=O)N1c1ccc(NCCc2ccc(Cl)cc2)c([N+](=O)[O-])c1 (centres undefined) | -3 | 0.83 | -6 | 4.2 | -5 | -6 | 7 | 0.93 | 17
CCO[C@@H]1OC(C(=O)O)=C[C@H](c2csc3ccccc23)[C@H]1CCCO | -5 | 1 | 0 | -2.2 | 1 | -9 | 9 | 0.91 | -1
CC(C)(C)c1ccc(C(=O)CCC(=O)OCC(=O)NCCc2ccc(S(N)(=O)=O)cc2)cc1 | 2 | 0.94 | -22 | 0.3 | -6 | -5 | 1 | 0.99 | 6

13 compounds from above, ordered by heavy-atom count, highest first.
smiles | A3A deaminase | hIAP activ | ATG4B inhibitor | MPTP block | beta cell repl | APOBEC3G inh | mIAP block | mIAP act | hIAP block
C#CCOCCOCCOCCNc1nc(N2CCN(C(=O)[C@H](CCC(=O)O)n3cc(C(N)Cc4ccc(O)cc4)nn3)CC2)nc(N2CCN(C(=O)[C@H](CCC(=O)O)n3cc(C(N)CC(C)C)nn3)CC2)n1 (some centres undefined) | -1 | 1.2 | 2 | nt | 2 | -8 | -23 | 1.2 | -17
CC(C)(C)c1ccc(C(=O)CCC(=O)OCC(=O)NCCc2ccc(S(N)(=O)=O)cc2)cc1 | 2 | 0.94 | -22 | 0.3 | -6 | -5 | 1 | 0.99 | 6
Nc1nc(COC(=O)C2CC(=O)N(Cc3ccccc3Cl)C2)nc(Nc2ccccc2)n1 (centres undefined) | 0 | 0.98 | 8 | 0.9 | 1 | -2 | -3 | 1 | 2
Cc1cc(Br)c(Cl)cc1NC(=O)CN1C(=O)C2C3CC(c4ccccc4)C(C3)C2C1=O (centres undefined) | 0 | 0.87 | -11 | 0.9 | 0 | -2 | -4 | 1 | 13
O=C1C2CC=CCC2C(=O)N1c1ccc(NCCc2ccc(Cl)cc2)c([N+](=O)[O-])c1 (centres undefined) | -3 | 0.83 | -6 | 4.2 | -5 | -6 | 7 | 0.93 | 17
COc1ccc(/C=C/C(=O)NC(=S)NNC(=O)Cc2cccs2)cc1OC | -8 | 1.1 | -14 | 2.2 | 0 | 2 | 1 | 0.99 | -12
CCO[C@@H]1OC(C(=O)O)=C[C@H](c2csc3ccccc23)[C@H]1CCCO | -5 | 1 | 0 | -2.2 | 1 | -9 | 9 | 0.91 | -1
CCC(C)NC(=O)CNC(=O)Cn1c(C)cc2ccccc2c1=O (centres undefined) | 2 | 0.89 | -12 | -0.9 | -1 | 0 | -7 | 1.1 | 11
O=C(O)CC1(CC(=O)Nc2ccc(C(F)(F)F)cc2)CCCC1 | 3 | 0.99 | -9 | 1.6 | 0 | -1 | -3 | 1 | 1
CN(C)S(=O)(=O)N1CCN(c2cc(Cl)ccc2Cl)CC1 | -3 | 1.3 | 3 | 0.8 | -2 | -5 | -1 | 1 | -29
COc1ccccc1NC(=S)NCc1ccccn1 | -4 | 1.1 | 2 | 1.2 | 2 | -6 | 14 | 0.86 | -10
Fc1ccc(Nc2nnc(C(F)(F)F)s2)cc1Cl | 0 | 0.96 | 5 | 75* | -6 | -3 | 4 | 0.96 | 4
CCC(N)C12CC3CC(CC(O)(C3)C1)C2 (centres undefined) | -7 | 0.92 | 1 | -2.1 | -4 | -4 | 2 | 0.98 | 8

(more compounds)
smiles | A3A deaminase | hIAP activ | ATG4B inhibitor | MPTP block | beta cell repl | APOBEC3G inh | mIAP block | mIAP act | hIAP block
COc1ccc(C(=O)NCC(=O)OCC(=O)c2c(C)[nH]c3ccccc23)cc1OC | 2 | 1.2 | -5 | 0.0 | -4 | -1 | -7 | 1.1 | -21
Cc1ccccc1CNC(=O)C(=O)NCC1CCCN1S(=O)(=O)c1cccs1 (centres undefined) | -4 | 1 | 1 | -1.3 | -3 | -6 | 5 | 0.95 | 0
O=C(N1CCN(c2ccccc2F)CC1)C12CC3CC(CC(C3)C1)C2 | 1 | 1.1 | 3 | -0.8 | -3 | -4 | 4 | 0.95 | -12
Cc1ccc(-n2nc(C(=O)NCc3ccc(C)o3)c3c4ccccc4n(C)c3c2=O)cc1 | -2 | 0.91 | -10 | 0.3 | 0 | -4 | 3 | 0.97 | 9
CNS(=O)(=O)c1cccc(C(=O)OCC(=O)N2CC(C)OC(C)C2)c1 (centres undefined) | 0 | 1.1 | -1 | -1.1 | -3 | -9 | -9 | 1.1 | -8
COc1cc(C(=O)NNC(=O)/C=C/c2ccccc2)cc(OC)c1OC | 1 | 1.3 | 6 | 1.2 | 4 | 2 | 2 | 0.98 | -30
COC(=O)c1cn(C(=O)c2ccccc2Cl)c2ccccc12 | -3 | 1 | 1 | 0.2 | 5 | -8 | 0 | 1 | -4
CC(=O)c1c(C)nc(-c2ccc(OCC(=O)Nc3ccccc3)cc2)n1O | 2 | 1 | -6 | -4.3 | -2 | -2 | -13 | 1.1 | 0
COc1cc(OC)cc(C(=O)Nc2ccccc2C(=O)NC2CC2)c1 | -3 | 0.9 | -13 | -3.0 | 0 | -7 | -1 | 1 | 10
O=C1CN(c2ccc(Cl)cc2)C2(CCCCC2)S1 | 2 | 0.98 | 1 | -0.8 | 3 | 0 | -10 | 1.1 | 2
Cc1cc(S(=O)(=O)NCC(C)C)ccc1OCC(=O)NCC1CCCO1 (centres undefined) | -3 | 1.1 | -3 | -0.1 | 3 | -12 | -2 | 1 | -5
COc1ccccc1C(=O)Nc1ccnn1C1CCN(C(=O)c2ccoc2C)CC1 | 0 | 1 | 7 | 0.0 | -2 | -7 | 12 | 0.88 | -2
